# RORg inh: ROR gamma (mouse) transcription inhibition | Drosophila S2 Gal4-RORgamma UAS-luciferase reporter, 20 h | Potency, µM (titrated, usually from 53.6 µM), inactives show at the highest dose activity change, negative = inhibition, hits mostly inhibitors | P51450 | hit rate 5.4% among 310,000; further: potency means the concentration at half of the fitted maximal effect; on the % scale 0 is the no-effect control and ±100 the full control effect; nearly all actives have a fitted effect of over 60% in size
# Target sequence (P51450 whole entry, looked up, the tested form may be a part): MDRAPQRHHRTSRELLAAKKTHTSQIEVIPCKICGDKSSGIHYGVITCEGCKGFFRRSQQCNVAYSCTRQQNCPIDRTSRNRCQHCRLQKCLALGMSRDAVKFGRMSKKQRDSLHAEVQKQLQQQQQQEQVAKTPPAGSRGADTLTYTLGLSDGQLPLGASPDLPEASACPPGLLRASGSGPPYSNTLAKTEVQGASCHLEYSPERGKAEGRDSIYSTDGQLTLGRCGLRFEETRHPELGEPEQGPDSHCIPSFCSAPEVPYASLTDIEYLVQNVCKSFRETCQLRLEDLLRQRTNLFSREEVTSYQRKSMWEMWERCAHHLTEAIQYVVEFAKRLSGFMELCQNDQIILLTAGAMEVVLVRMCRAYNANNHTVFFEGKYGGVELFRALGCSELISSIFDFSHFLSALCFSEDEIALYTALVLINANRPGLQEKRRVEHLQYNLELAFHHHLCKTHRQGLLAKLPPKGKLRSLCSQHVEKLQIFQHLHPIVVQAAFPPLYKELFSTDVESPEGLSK
#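 Drosophila S2 cells stably expressing Gal4-DBD/mouse RORγ fusion under metallothionein promoter plus UAS-luciferase; compound 1 h, then 700 uM CuSO4 induction for 20 h at ambient temperature; inhibition read as reduced luminescence.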
# FBPA coupling cs: coupling enzyme interference in Giardia aldolase counter-screen; coupling enzyme system counterscreen, AmpLite Red fluorescence; activity change, negative = inhibition, % at 58.2 µM, hits read low; hit rate 0.67% among 290,000; in the data active means activity change below about -30%; further: on the % scale 0 is the no-effect control and ±100 the full control effect
#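 Activity here indicates interference with the coupling reaction, not aldolase inhibition. Compounds at 57.5 uM final met coupling enzymes for 10 min at RT; substrate and AmpLite Red detection followed, with a 525/598 nm fluorescence read after 20 min.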
# ELG1 genotox: inducers of genotoxicity in HEK293T ELG1-luciferase cells. HEK293T ELG1-luciferase reporter, luminescence, 16 h. hit rate 1.3% among 330,000. Potency, µM (top dose mostly 46 µM), for inactives: top-dose activity change, positive = activation, most hits filed as activators; further: potency means the concentration at half of the fitted maximal effect; % of control where 0% means no effect; nearly all actives have a fitted effect of over 60% in size
#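 HEK293T cells expressing luciferase-tagged ELG1 were exposed to compound or DMSO vehicle for 16 hr at 37 °C and 5% CO2. Luciferase activity was then measured with ONE-Glo after 30 min at room temperature.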
# KCNH2 3.1 block: inhibitors of human KCNH2 3.1 potassium channel isoform | AID 720553 | hit rate 0.95% among 340,000 | U2OS KCNH2 3.1, thallium flux FluxOr; stronger effect = lower value | activity change, % (tested at about 1.8 µM);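 active means maximum activity change below -70%; inconclusive means maximum activity change from -70% to -50%; inactive means maximum activity change above -50%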;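 further: thallium influx rate constant from kinetic fluorescence after stimulation buffer; on the % scale 0 is the no-effect control and ±100 the full control effect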
#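 We transduce U2OS cells with the mutant 3.1 virus, culture them overnight, load FluxOr with Red40 quencher for 45 min, then add stimulation buffer and read kinetically for 2 min to derive a normalized rate constant.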
# Gal4-VP16 FLuc: inhibits Gal4-VP16 luciferase reporter, ROR gamma counter-screen; Drosophila S2 Gal4-VP16 UAS-luciferase, luminescence, 20 h; hit rate 3.5% among 310,000; Potency, µM (top dose mostly 53.6 µM), without a hit: at the top dose activity, negative = inhibition, hits mostly inhibitors;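 further: Gal4-VP16 expression switched on by copper sulfate through the metallothionein promoter; potency means the concentration at half of the fitted maximal effect; on the % scale 0 is the no-effect control and ±100 the full control effect; nearly all actives have a fitted effect of over 50% in size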
# Giardia kill: Giardia lamblia killing; Giardia lamblia trophozoite viability; activity change, % at 7.66 µM, hits read low; hit rate 0.15% among 340,000; AID 540267; in the data active means activity change below about -80%; inconclusive means between about -30% and that limit;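 further: parasites exposed to compound for two days anaerobically before the ATP read; on the % scale 0 is the no-effect control and ±100 the full control effect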
#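 Trophozoite viability was measured as ATP-dependent luminescence, read 15-30 min after reagent addition. Before that, parasites at 100 cells/well were exposed to compounds for 48 h, anaerobically, at 37 deg C.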
# uPA generation: inhibitors of cell surface uPA generation | cell surface uPA generation assay, qHTS | Potency, µM (series often up to 38.3 µM), without a hit: top-dose activity change, negative = inhibition, most hits filed as inhibitors | hit rate 0.31% among 330,000 | AID 540303; active means well fitted inhibition curve with a large enough effect; inconclusive means small, poorly fitted or top-dose-only effect; inactive means no such curve, though single readings can be large or run the other way; tested in mouse RAW 264.7 cells; further: potency means the concentration at half of the fitted maximal effect; on the % scale 0 is the no-effect control and ±100 the full control effect; nearly all actives have a fitted effect of over 55% in size
# NPC1 promoter act: activators of NPC1 promoter. Huh7 NPC1 promoter luciferase reporter, 24 h. hit rate 2.4% among 320,000. Potency, µM (highest dose often 9.22 µM), for inactives: top-dose activation, hits mostly activators. AID 485313;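 further: potency means the concentration at half of the fitted maximal effect; % of control where 0% means no effect; nearly all actives have a fitted effect of over 60% in size; reporter is driven by a mutant NPC1 promoter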
#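 Quantitative HTS used a cell-based reporter: Huh7 cells stably bearing the NPC1 promoter upstream of luciferase were treated with compounds for 24 h, and promoter activation was read as luminescence.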
# Tb PFK block: inhibitors of T. brucei phosphofructokinase; O15648; T. brucei PFK, ADP-Glo luminescence; Potency, µM (titrated, usually from 57.5 µM), inactives show at the highest dose activity, negative = inhibition, hits mostly inhibitors; hit rate 0.17% among 330,000; AID 485367;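 further: potency means the concentration at half of the fitted maximal effect; 0% = uninhibited 1x PFK enzyme wells and -100% = no-enzyme wells; nearly all actives have a fitted effect of over 60% in size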
# Target sequence (O15648 whole entry, looked up): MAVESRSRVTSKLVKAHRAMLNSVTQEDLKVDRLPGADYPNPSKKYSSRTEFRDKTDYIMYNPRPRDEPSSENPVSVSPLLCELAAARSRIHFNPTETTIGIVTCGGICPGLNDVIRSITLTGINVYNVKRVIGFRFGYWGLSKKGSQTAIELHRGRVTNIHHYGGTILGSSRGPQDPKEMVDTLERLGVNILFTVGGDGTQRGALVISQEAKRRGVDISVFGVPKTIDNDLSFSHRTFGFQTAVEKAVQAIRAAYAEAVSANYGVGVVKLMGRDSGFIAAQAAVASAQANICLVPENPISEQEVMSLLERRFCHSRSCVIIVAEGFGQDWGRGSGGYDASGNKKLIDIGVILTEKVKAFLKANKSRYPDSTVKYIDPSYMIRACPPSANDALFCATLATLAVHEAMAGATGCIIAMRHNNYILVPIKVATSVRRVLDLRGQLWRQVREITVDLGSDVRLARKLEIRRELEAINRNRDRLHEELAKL
#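 1.25 nM PFK with 0.5 mM F6P and 0.1 mM ATP in 0.1 M TEA pH 8.0, 5 mM MgCl2, incubated 45 min at room temperature; ADP measured by ADP-Glo luminescence; compounds titrated up to 57 uM.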
# FLuc counter: inhibits or activates purified firefly luciferase, miR-21 counter-screen; purified FLuc, Km substrates, luminescence inhibition; Potency, µM (top dose mostly 57.5 µM), for the others: at the highest dose activity change, negative = inhibition, most hits filed as inhibitors; hit rate 6.9% among 360,000; AID 588342;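 further: potency means the concentration at half of the fitted maximal effect; plate controls were vehicle for no effect and reference inhibitor for full effect; nearly all actives have a fitted effect of over 55% in size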
#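 Purified P. pyralis luciferase, 10 nM final, with Km-level 10 uM D-luciferin and 10 uM ATP in 50 mM Tris acetate pH 7.5, 10 mM Mg acetate, 0.01% Tween-20, 0.05% BSA; 6-point qHTS titration about 60 µM downward; luminescence read.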
# Rab9 prom act: activators of Rab9 promoter; Huh7 Rab9 promoter-luciferase reporter, luminescence, 24 h; Potency, µM (series often up to 9.22 µM), inactives show top-dose activation, negative = inhibition, hits mostly activators; hit rate 2.8% among 320,000; further: potency means the concentration at half of the fitted maximal effect; % of control where 0% means no effect; nearly all actives have a fitted effect of over 60% in size
#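 Measured in stably transfected Huh7 cells bearing a Rab9 promoter–luciferase construct: 24 h compound treatment at 37 °C, followed by luminescence detection.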
# Starred values were filed as active, the others as inactive; u = inconclusive; x = no result given; & = joins results of further samples. Unless noted, the call rests on the fitted dose curve; in most records, active means well fitted curve in the direction sought with a large enough effect; inconclusive means small, poorly fitted or top-dose-only effect, or another doubt; inactive means no such curve, though single readings can be large; an effect the other way counts as inactive or inconclusive.
SMILES,RORg inh,FBPA coupling cs,ELG1 genotox,KCNH2 3.1 block,Gal4-VP16 FLuc,Giardia kill,uPA generation,NPC1 promoter act,Tb PFK block,FLuc counter,Rab9 prom act
O=C(N/N=C/c1ccccc1[N+](=O)[O-])c1cccs1,11%,0,u,-1,5%,-12,-6%,u,0%,6.7µM*,2.5µM*
COc1ccc([N+](=O)[O-])cc1NC(=O)CC1SC(=Nc2cccc(C)c2C)N(/N=C/c2cccc(OC)c2OC)C1=O (stereo unspecified),-14%,-4,-2%,7&-4,-6%,3&-6,2%&-1%,-6%,3%,-1%,-3%
Cc1[nH]c2ccccc2c1C(c1ccncc1)N1CCC(C)CC1 (stereo unspecified),0%,-6,0%,8,1%,7,1%,-4%,-7%,-10%,8%
O=C(Nc1ccc(N2CCN(C(=O)c3ccco3)CC2)cc1)c1ccc(Br)cc1,-13%,0,7%,-15,-8%,25,14%,0%,0%,2%,-1%
COc1ccc(C)cc1S(=O)(=O)N1CCOCC1,-2%,2,3%,-15,2%,6,0%,1%,-2%,0%,-11%
COc1ccc(C(=O)Nc2ccc(N3CCCCC3)cc2)cc1Br,31%,-1,13%,-7,-15%,-9,-4%,27%,-2%,u,u
CC(O)c1nc(C(C)O)n(CC(=O)c2ccccc2)n1 (stereo unspecified),x,x,3%,-14,x,-7,12%,2%,0%,1%,-3%
CCOC(=O)NC(=O)c1cn(N(C)c2ncc(C(F)(F)F)cc2Cl)c(=O)[nH]c1=O,25%,7,-4%,12,5%,-15,3%,-1%,0%,-19%,-1%
Cc1ccc(S(=O)(=O)Nc2c(O)c3ccccc3oc2=O)cc1C,0%,11,-1%,22,-1%,-4,1%,-4%,-5%,-13%,0%
Cc1c(Cl)ccc2c1NC(=O)[C@]21N[C@@H](Cc2ccccc2)[C@H]2C(=O)N(c3ccc(F)cc3)C(=O)[C@H]21,-28%,-3,x,-1,u,13,-7%,10%,-3%,1%,-1%
Cc1cccc(N2CC(C(=O)Nc3ccc(N4CCOCC4)cc3)CC2=O)c1C (stereo unspecified),x,x,2%,11,x,-1,-7%,x,1%,x,x
Cc1[nH]nc2c1C1(CCC3(CC1)OCCO3)C(C#N)=C(N)O2,-26%,-2,-1%,12,9%,-5,-6%,-2%,4%,8%,-4%
Cc1ccc2cc3cc(C(=O)NCCC(C)C)oc3nc2c1,1%,2,0%,2,-1%,-10,-3%,21%,-2%,-10%,8%
CCC(C(=O)Nc1cccc(C(F)(F)F)c1)c1ccccc1 (stereo unspecified),31%,-7,-5%,-14,-28%,-2,8%,-2%,4%,1%,0%
CCOC(=O)N1CCN(C(=O)c2ccc3c(c2)N=C(C)c2cc(Cl)ccc2S3)CC1,u,-5,-9%,-6,-8%,3,0%,-1%,-8%,2%,-2%
Cc1ccc(S(=O)(=O)C2(C(=O)Nc3ccc(F)cc3)CC2)cc1,3%,1,1%,-10,2%,-16,3%,-4%,-3%,2%,-1%
CC(=O)N1CCN(c2ccc(S(=O)(=O)N3CCOCC3)cc2[N+](=O)[O-])CC1,x,x,2%,-3,x,-27,-1%,x,-3%,x,x
COC(=O)c1ccc(CN2CCN(Cc3ccccc3)C(CCO)C2)cc1 (stereo unspecified),-12%,-2,1%,-4,-3%,3,-2%,-2%,2%,-2%,8%
Cc1cc([N+](=O)[O-])nn1Cc1c(F)c(F)c(F)c(F)c1F,-7%,0,1%,-2,6%,-5,x,-4%,0%,2%,2%
CCCCC(=O)NC(c1ccco1)c1c(O)ccc2ccccc12 (stereo unspecified),u,-15,0%,-13,3%,8,7%,2%,-2%,-4%,-5%
CCN1CCN(c2cc(C)c3cc(NC(=O)c4cncc(Br)c4)ccc3n2)CC1,-3%,1,-7%,-23,-22%,-8,3%,8%,-5%,-11%,11%
COc1cc(/C=N/NC(=O)c2cccc([N+](=O)[O-])c2)ccc1OC(=O)c1ccco1,u,1,3%,-2,25%,-12,0%,-2%,1%,u,3%
OCCN(Cc1ccccc1)Cc1ccc(Cl)cc1,4%,0,-1%,8,20%,-9,0%,-1%,-1%,4%,-8%
CCOc1ccc(N=C2NC(=O)SC2CC(=O)OC)cc1 (stereo unspecified),11%,1,0%,5,-14%,6,-1%,3%,-2%,-1%,1%
Cn1cc(S(=O)(=O)N2CCC(C(N)=O)CC2)c(=O)n(C)c1=O,8%,2,3%,-2,1%,21,2%,-2%,2%,2%,2%
FC(F)(F)c1cccc(N/N=C/c2ccccc2)c1,32%,3,17%,5,2%,12,8%,u,3%,12µM*,u
N#CC1=C(N)Oc2cc(N)ccc2C1c1ccc(Cl)cc1 (stereo unspecified),-9%,1,1%,-5,1%,u,-2%,-2%,1%,-2%,-2%
O=C(c1ccc(F)cc1)C1CCN(C(=S)NCC2CCCO2)CC1 (stereo unspecified),25%,-2,-4%,9,9%,-7,2%,-5%,-2%,-1%,-12%
CC(C)(C)c1ccc(C(=O)N2CCCN(c3ccc([N+](=O)[O-])cn3)CC2)cc1,14%,-1,-12%,-20,-1%,-3,-8%,-1%,22%,-2%,8%
Nc1ccc(C(=O)NCC2(c3ccccc3)CCCC2)cc1,34%,3,-5%,-7,8%,-1,1%,-4%,-4%,3%,-1%

# Ordered by heavy-atom count (rising): seven of the compounds above.
SMILES,RORg inh,FBPA coupling cs,ELG1 genotox,KCNH2 3.1 block,Gal4-VP16 FLuc,Giardia kill,uPA generation,NPC1 promoter act,Tb PFK block,FLuc counter,Rab9 prom act
FC(F)(F)c1cccc(N/N=C/c2ccccc2)c1,32%,3,17%,5,2%,12,8%,u,3%,12µM*,u
Cc1cc([N+](=O)[O-])nn1Cc1c(F)c(F)c(F)c(F)c1F,-7%,0,1%,-2,6%,-5,x,-4%,0%,2%,2%
CCCCC(=O)NC(c1ccco1)c1c(O)ccc2ccccc12 (stereo unspecified),u,-15,0%,-13,3%,8,7%,2%,-2%,-4%,-5%
COC(=O)c1ccc(CN2CCN(Cc3ccccc3)C(CCO)C2)cc1 (stereo unspecified),-12%,-2,1%,-4,-3%,3,-2%,-2%,2%,-2%,8%
CC(C)(C)c1ccc(C(=O)N2CCCN(c3ccc([N+](=O)[O-])cn3)CC2)cc1,14%,-1,-12%,-20,-1%,-3,-8%,-1%,22%,-2%,8%
CCN1CCN(c2cc(C)c3cc(NC(=O)c4cncc(Br)c4)ccc3n2)CC1,-3%,1,-7%,-23,-22%,-8,3%,8%,-5%,-11%,11%
COc1cc(/C=N/NC(=O)c2cccc([N+](=O)[O-])c2)ccc1OC(=O)c1ccco1,u,1,3%,-2,25%,-12,0%,-2%,1%,u,3%

# Further records:
SMILES,RORg inh,FBPA coupling cs,ELG1 genotox,KCNH2 3.1 block,Gal4-VP16 FLuc,Giardia kill,uPA generation,NPC1 promoter act,Tb PFK block,FLuc counter,Rab9 prom act
CN(Cc1nc(Cc2cccc(F)c2)no1)CC1COCCO1 (stereo unspecified),40%,0,-2%,-3,0%,4,1%,-5%,-1%,-1%,-1%
O=C1c2ccccc2C(=O)C1c1ccccc1,-27%,4&7&1,2%,6,-3%,-12,3%,0%,1%,u,3%
O=C(CSc1ncc(-c2ccccc2)n1CC1CCCO1)N1CCCCC1 (stereo unspecified),-2%,-2,9%,-1,-1%,-8,2%,10%,-1%,-2%,2%
COc1ccc(CCNC(=O)c2ccc3nc[nH]c3c2)cc1,16%,x,2%,-6,-2%,2,3%,1%,-2%,-7%,18%
CC1CN(C(=O)COc2ccc3ccccc3c2Br)CC(C)O1 (stereo unspecified),21%,x,-5%,7,23%,-12,1%,-1%,-2%,-4%,1%
Cn1c(=O)c2ccccc2n(Cc2ccccc2Cl)c1=O,u,0,3%,-44,-16%,-6,-4%,-1%,1%,-2%,-6%
COc1ccccc1OCC(=O)OCC(=O)Nc1ncc(Cl)cc1Cl,-26%,2,0%,6,11%,12,0%,-1%,0%,5%,-1%

# Screening data as filed in PubChem.
